PLAP inhibition – PLAP enzyme inhibitors, biochemical, luminescence, HTS (AID 690) | Alkaline phosphatase, placental type (Homo sapiens) | purified PLAP, luminescent substrate; higher % means a stronger effect | inhibition, % at 20 µM, or IC50 in µM where a hit was titrated | 96,000 compounds, 0.08% hits; in the data active means a potency from the dose series; inactive means the rest, 99 in 100 with inhibition below about 30%; further: strong numbers were not always called active
IL1B NFkB pot – enhancers of NFkB p65 translocation in HUVEC – imaging, IL-1B stimulus, high-content imaging, primary screen; HUVEC IL-1B NFkB p65 nuclear translocation imaging; activation, % at 2 µM; 94,000 compounds, 0.3% hits;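 active means activation above 40%, about the mean plus 3 SD, also judged a hit on visual image review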;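 further: percent activation is computed from the nuclear over cytoplasmic p65 intensity ratio; values of inactives mirror those of a sister screen read the other way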
IL1B NFkB inh – inhibitors of IL-1B driven NFkB p65 nuclear import, primary screen, imaging, HUVEC, IL-1B stimulus, high-content imaging; HUVEC IL-1B NFkB p65 nuclear translocation imaging; AID 796, 2007; inhibition, % at 2 µM; 94,000 compounds, 0.43% hits;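 active means inhibition above about 30% together with a positive call from visual inspection of the well image, limit read from the data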;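 further: nuclear over cytoplasmic p65 intensity ratio measured by imaging; 0% = IL-1B stimulated DMSO wells and 100% = unstimulated DMSO wells; values of inactives mirror those of a sister screen read the other way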
MRP reversal – reversal of MRP1-mediated doxorubicin resistance, primary screen, H69AR cells, doxorubicin co-treatment | H69AR cells + 2 uM doxorubicin, CellTiter-Glo, 72 h | differential viability (reversal), % at 10 µM | 85,000 compounds, 0.04% hits;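 active means viability drop by adding the cancer drug above about 55%, with treated viability meeting a 40% cutoff, limit read from the data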;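 further: viability without doxorubicin minus viability with 2 µM doxorubicin for each compound; larger differential means the compound sensitizes cells more to doxorubicin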
Bcl-B displacement – displacers of TR3 peptide from Bcl-B, primary screen, selectivity assay for Bfl-1 inhibitor project, biochemical, fluorescence polarization; displacement, % at 20 µM, or IC50 in µM where a hit was titrated; 96,000 compounds, 0.11% hits; AID 748, 2007; FP displacement of FITC-TR3 peptide from Bcl-B; higher % means a stronger effect; Bcl-2-like protein 10 (Homo sapiens);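 active means displacement above 50% at 20 µM plus a fluorescence interference ratio under 1.5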;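 further: plate controls were wells without compound for no effect and wells lacking Bcl-B protein for full effect; a part of the inactive calls stands beside numbers as strong as those of hits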
MRP reversal cytotoxicity – further read-out of MRP reversal, marked with its call; viability, %; H69AR cells, CellTiter-Glo, 72 h; measured here: cytotoxicity without doxorubicin
MRP reversal with doxorubicin – also measured in MRP reversal; calls as there; viability, %; measured here: viability with 2 uM doxorubicin; stronger effect = lower value
IL1B NFkB inh cell count 2 µM – further read-out of IL1B NFkB inh, marked with its call; cell count; measured here: cells passing quality filter;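 raw number of nuclei counted in each imaged well without normalization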
IL1B NFkB pot cell count 2 µM – also measured in IL1B NFkB pot; calls as there; cell count; measured here: cells passing quality filter
Starred values were filed as active, the others as inactive; nt = not tested or not shown. The list is partial; the hit share may differ from the screen's.

SMILES	PLAP inhibition	IL1B NFkB pot	IL1B NFkB pot cell count 2 µM	IL1B NFkB inh	IL1B NFkB inh cell count 2 µM	MRP reversal	MRP reversal cytotoxicity	MRP reversal with doxorubicin	Bcl-B displacement
CCC(=O)N1CCc2cc(S(=O)(=O)CCC(=O)Nc3nc(C)cs3)ccc21	nt	9	159	-9	159	-40	2	42	nt
Cc1c(NC(=O)C(C)c2ccc(CC(C)C)cc2)c(=O)n(-c2ccccc2)n1C (stereo unspecified)	-23%	4	162	-4	162	4	96	92	-2%
CC1CCCN(C(=O)Cc2ccc(F)cc2)C1 (stereo unspecified)	5%	35	131	-35	131	-6	88	95	0%
COc1ccccc1C(=O)Nc1cc2c(ccc3ccccc32)oc1=O	-10%	15	57	-15	57	4	90	86	-4%
Cc1cccc(OCCSc2nnc(-c3ccoc3C)n2C)c1	-33%	1	144	-1	144	19	96	78	4%
O=C(CCn1cccc1)Nc1ccccc1F	6%	3	113	-3	113	1	87	86	10%
Cc1cccc(C)c1NC(=O)CSc1nnc(CCCCCNC(=O)OC(C)(C)C)o1	-54%	28	133	-28	133	0	81	82	3%
CCOc1cc([C@H]2[C@@H]3CCCC[C@]3(O)CCN2CC(=O)NCc2ccco2)ccc1O	-45%	7	83	-7	83	14	76	62	-5%
CCn1c(CNC(=O)c2cccc(C)c2)nnc1SCC(=O)Nc1cccc(OC)c1	12%	8	157	-8	157	nt	nt	nt	-12%
NC(=O)C1CCN(CCC(=O)Nc2cccc(Cl)c2)CC1	-11%	nt	nt	nt	nt	1	94	93	1%
O=C(c1ccco1)N1CCN(C(=O)c2cc3sccc3n2Cc2ccccc2)CC1	-64%	22	187	-22	187	-18	76	93	-3%
N#CC1=C(N)S[C@H](C(=O)C23CC4CC(CC(C4)C2)C3)[C@H]1c1ccncc1	10%	6	141	-6	141	33	102	68	-14%
COc1ccc2nc3oc(C(=O)N4CCN(c5cccc(C(F)(F)F)c5)CC4)cc3cc2c1	0%	-5	80	5	80	3	67	64	-7%
Cc1cc(NC(=O)CSc2nnc(C)c(=O)[nH]2)no1	17%	-9	154	9	154	-8	103	111	-9%
O=C(N/N=C/c1ccc(O)c(O)c1O)/C(=C/c1ccc([N+](=O)[O-])cc1)NC(=O)c1ccccc1	-90%	4	182	-4	182	-12	77	89	21%

3 entries already listed, arranged by their value in Bcl-B displacement, rising:
smiles,PLAP inhibition,IL1B NFkB pot,IL1B NFkB pot cell count 2 µM,Bcl-B displacement
CCOc1cc([C@H]2[C@@H]3CCCC[C@]3(O)CCN2CC(=O)NCc2ccco2)ccc1O,-45%,7,83,-5%
Cc1cccc(OCCSc2nnc(-c3ccoc3C)n2C)c1,-33%,1,144,4%
O=C(CCn1cccc1)Nc1ccccc1F,6%,3,113,10%

The listing continues.
SMILES	PLAP inhibition	IL1B NFkB pot	IL1B NFkB pot cell count 2 µM	IL1B NFkB inh	IL1B NFkB inh cell count 2 µM	MRP reversal	MRP reversal cytotoxicity	MRP reversal with doxorubicin	Bcl-B displacement
COc1ccccc1N1CCN(C(=O)c2cc(-c3ccc(C)cc3)on2)CC1	-29%	2	159	-2	159	15	96	81	-5%
COc1ccc(CCn2c(=O)[nH]c3cc(C(=O)NCCc4ccccc4)ccc3c2=O)cc1OC	8%	-16	137	16	137	nt	nt	nt	-22%
Cc1ccc(/C=C/C2=NN(Cc3ccccc3)C(=O)CC2)cc1	14%	13	55	-7	140	16	105	89	-5%
CCNC(=O)NC(=O)C(C)OC(=O)c1cccnc1SC (stereo unspecified)	nt	22	103	-22	103	4	103	99	nt
O=C(NCC1CCCO1)[C@@H]1CSC2c3ccccc3C(=O)N21 (stereo partly specified)	-23%	10	102	-10	102	8	89	82	-4%
COc1cccc(C(=O)Nc2cccc(NC(C)=O)c2)c1	11%	-6	124	6	124	-43	33	76	2%
COc1ccc(CCNC(=O)Cc2cc(=O)[nH]c(=O)[nH]2)cc1OC	8%	33	178	-33	178	5	100	95	-5%
Cc1ccc(CNC(=O)CSc2nc3ccccc3c(=O)n2CCCO)cc1	-46%	0	136	0	136	16	87	71	2%
O=C(COc1ccc2ccccc2c1)NNC(=O)[C@@H]1CCCC[C@@H]1C(=O)O	4%	0	174	0	174	nt	nt	nt	-14%
O=C(COc1ccc(S(=O)(=O)N2CCCCC2)cc1)NCc1ccncc1	-17%	5	127	-5	127	2	94	92	-8%
Cc1ccc(-c2nc3cc(C)ccc3o2)cc1	18%	4	196	-4	196	-3	100	103	5%
O=C(CN1C(=O)C2(OCCO2)c2ccccc21)c1ccc(Cl)cc1	nt	1	144	-1	144	nt	nt	nt	nt
COCCN1CN(S(=O)(=O)c2ccccc2)c2nc3ccccc3nc21	-15%	-4	119	4	119	-4	87	91	5%
Cc1nn(CCc2n[nH]c(=S)n2-c2cccc(Cl)c2)c(C)c1[N+](=O)[O-]	-116%	1	145	-1	145	nt	nt	nt	6%
CCCCCN(C(=O)NC(=O)NC(C)CC)S(C)(=O)=O (stereo unspecified)	6%	35	197	-36	197	15	111	95	-13%

An excerpt from above in order of formula weight, highest first:
SMILES	PLAP inhibition	IL1B NFkB pot	IL1B NFkB pot cell count 2 µM	IL1B NFkB inh	IL1B NFkB inh cell count 2 µM	MRP reversal	MRP reversal cytotoxicity	MRP reversal with doxorubicin	Bcl-B displacement
COc1ccc(CCNC(=O)Cc2cc(=O)[nH]c(=O)[nH]2)cc1OC	8%	33	178	-33	178	5	100	95	-5%
O=C(NCC1CCCO1)[C@@H]1CSC2c3ccccc3C(=O)N21 (stereo partly specified)	-23%	10	102	-10	102	8	89	82	-4%
Cc1ccc(/C=C/C2=NN(Cc3ccccc3)C(=O)CC2)cc1	14%	13	55	-7	140	16	105	89	-5%
Cc1ccc(-c2nc3cc(C)ccc3o2)cc1	18%	4	196	-4	196	-3	100	103	5%

Further structures.
SMILES	PLAP inhibition	IL1B NFkB pot	IL1B NFkB pot cell count 2 µM	IL1B NFkB inh	IL1B NFkB inh cell count 2 µM	MRP reversal	MRP reversal cytotoxicity	MRP reversal with doxorubicin	Bcl-B displacement
Cc1cc2c(c(=O)n1CCCn1ccnc1)C(c1ccco1)C(C#N)=C(N)O2 (stereo unspecified)	-7%	30	157	-30	157	5	102	97	47%
Cc1cccc(N(C)S(=O)(=O)c2cccc3nsnc23)c1	31%	nt	nt	nt	nt	17	100	82	-6%
O=C1Nc2ccccc2C(O)(C(=O)NCc2ccco2)N1c1ccccc1 (stereo unspecified)	-15%	nt	nt	nt	nt	8	96	89	0%
CCCSc1nc(N2CCOCC2)c2c(c1C#N)CCCC2	-11%	7	68	-7	68	13	87	74	-3%
Cc1ccc(NC(=O)C(C)N2C(=O)C3C4CC(C(Br)C4Br)C3C2=O)cc1 (stereo unspecified)	3%	5	157	-5	157	nt	nt	nt	-9%
Cc1csc(NC(=O)CSc2nc(C)cs2)n1	-69%	-3	132	3	132	-6	82	88	-6%
O=C(NNC(=O)c1ccccc1Br)c1ccc(Cl)c(Cl)c1	-33%	-4	151	4	151	nt	nt	nt	3%
COc1ccc(C(O)C(CN2CCOCC2)c2ccccc2)cc1 (stereo unspecified)	1%	-9	79	9	79	nt	nt	nt	-10%
O=C(Cn1nnc2ccccc21)NCc1ccccc1	5%	-8	90	8	90	4	90	86	-6%
Cc1cccc(N2CCCC2=Nc2ccc(Br)cc2C#N)c1	12%	-4	146	4	146	nt	nt	nt	10%
CCOC(=O)CN(C(=O)CNC(=O)c1cccs1)C(C(=O)NC1CCCC1)c1cccnc1 (stereo unspecified)	7%	4	134	-4	134	nt	nt	nt	6%
COc1ccccc1NC(=O)NS(=O)(=O)c1ccc(C)cc1	17%	12	165	-12	165	1	92	92	-2%
C=CC(=O)NC(NC(=O)C=C)c1ccc(Br)cc1	9%	15	113	-16	113	nt	nt	nt	-4%
Fc1ccccc1OCCCN1CCOCC1	-5%	-8	175	8	175	-21	78	100	3%
Cc1ccccc1-c1cc2c(nn1)-c1ccccc1C2=O	12%	12	58	-12	58	-26	17	43	-2%
CCn1c(COc2ccccc2)nnc1SCC(=O)NC1CCCCC1	-6%	36	89	-36	89	11	99	88	0%
CC(=O)NCCOC(=O)Nc1ccncc1	15%	17	135	-17	135	-10	89	99	-11%
Cc1cccc(NC(=S)N2CCC(c3nc4ccccc4o3)CC2)c1C	-6%	4	151	-4	151	nt	nt	nt	4%
COC(=O)c1ccc(OC(=O)c2ccc(OC)c(OC)c2)c(OC)c1	-6%	7	173	-7	173	9	97	88	-1%
c1ccc2oc(CCc3nc4ccccc4o3)nc2c1	3%	nt	nt	nt	nt	7	100	92	2%
N#CC1=C2SCN(Cc3ccco3)CN2C(=O)CC1c1cccc2ccccc12 (stereo unspecified)	-18%	23	65	-23	65	-3	95	99	2%
O=C(O)c1ccc(OC2CSC2)cc1	-18%	6	137	-6	137	13	94	81	12%
COc1cc(NC(=O)CSc2nnnn2-c2ccccc2)cc(OC)c1OC	8%	3	131	-3	131	-10	79	89	0%
Cc1ccc(/C(O)=C2\C(=O)C(=O)N(c3cc(C)on3)C2c2cccc(Cl)c2)cc1 (stereo unspecified)	-10%	14	168	-14	168	-9	102	111	9%
O=C(CSC1=Nc2ccccc2C2=NC(c3ccccc3)C(=O)N12)NCC1CCCO1 (stereo unspecified)	-50%	-7	51	6	51	19	96	77	2%
O=C(CC1NCCNC1=O)OCc1ccccc1 (stereo unspecified)	5%	-6	176	6	176	-4	97	101	-12%
CCn1c(SCC(=O)c2ccc(Cl)cc2)nnc1-c1ccoc1C	3%	6	144	-6	144	20	107	87	0%
Cc1cc(C)c2c(=O)[nH]c(SCC(=O)N(C)C)nc2n1	14%	12	72	-12	72	5	89	84	-2%
CCCCNC(=O)NCC(=O)Nc1ccc(F)c(F)c1	25%	-6	114	6	114	-2	95	97	-3%
Cc1ccccc1NC(=O)CN1CCC(n2nnc3ccccc32)CC1	-1%	-1	158	1	158	8	97	89	-8%
CCCSC1=C(C#N)C(c2cccs2)C(C(=O)Nc2ccccc2)=C(C)N1 (stereo unspecified)	nt	15	113	-15	113	-4	75	79	nt
Cc1[nH]c2c(C)cccc2c1CCNC(=O)c1ccc2c(c1[N+](=O)[O-])C(=O)c1ccccc1C2=O	-37%	-15	175	15	175	nt	nt	nt	17%
CC1CCN(C(=O)CSc2nnc(CNc3ccc(F)cc3)n2Cc2ccco2)CC1	-20%	-32	10	32*	10*	6	82	75	-7%
CCn1nnc(NC(=O)c2ccccc2Br)n1	18%	25	132	-25	132	12	101	90	-7%
O=C(CCS(=O)(=O)c1cccs1)Nc1ccc(C(=O)NCc2ccc(F)cc2)cc1	12%	6	220	-6	220	-3	96	99	-18%
CCOC(=O)c1[nH]c2ccc(Br)cc2c1NC(=O)CNC	0%	19	58	-19	58	-8	78	87	8%
COCCn1c(C)cc(C(=O)CSc2nnc(-c3cccnc3)n2-c2ccccc2F)c1C	-53%	4	153	-4	153	1	76	76	-10%
Cc1cccc(C(C)C)c1-n1nnnc1-c1ccccc1	32%	5	103	-5	103	9	92	83	-6%
CC(C)OCCCn1c(-c2ccco2)nc2nc3ccccc3nc21	-19%	6	190	-6	190	nt	nt	nt	-13%
CC(=O)c1c(N2CCN(c3cccc(Cl)c3)CC2)nc(=S)n(-c2ccccc2)c1C	6%	-5	191	4	191	12	95	83	-7%
COc1ccc(Cl)cc1NC(=O)C(C)N1CCN(C/C=C/c2ccccc2)CC1 (stereo unspecified)	nt	-11	105	11	105	23	40	16	-8%
CN1C=CC2=C(C#N)C(N)C(C#N)(C#N)[C@H](c3ccccc3)[C@H]2C1 (stereo partly specified)	nt	5	151	-5	151	5	77	72	nt
Cn1c(=O)c2cnc(N3CCOCC3)nc2n(C)c1=O	-2%	nt	nt	nt	nt	3	85	82	2%
CC1(C)CN(c2ccccc2)N(Cc2ccc(F)cc2)C1=O	-13%	-1	123	1	123	nt	nt	nt	2%
CCC(=O)N/C(=N/c1nc(C)cc(C)n1)Nc1cccc(OC)c1	-46%	0	71	0	71	-30	53	83	0%

Assay outcomes from PubChem.
